SENP8 block: inhibitors of human SENP8 protease; recombinant SENP8, Nedd8 substrate fluorescence; inhibition, % at 20 µM; hit rate 0.64% among 360,000; AID 602440; in the data active = inhibition mostly above about 40%, no sharp cut-off; inactive = mostly below about 27%
Target sequence (Q96LD8 whole entry, looked up): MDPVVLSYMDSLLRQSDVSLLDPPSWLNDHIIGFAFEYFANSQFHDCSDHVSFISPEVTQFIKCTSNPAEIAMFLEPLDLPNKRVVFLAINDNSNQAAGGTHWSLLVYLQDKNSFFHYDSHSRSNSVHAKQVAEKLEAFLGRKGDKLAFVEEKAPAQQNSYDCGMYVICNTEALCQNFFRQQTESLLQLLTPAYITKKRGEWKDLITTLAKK
HKDC1 inh: HKDC1 (human) hexokinase inhibition; Q2TB90; recombinant HKDC1, G6PDH/diaphorase resazurin coupled fluorescence; inhibition, % at 20 µM; hit rate 0.16% among 340,000; AID 493160;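 active = inhibition above about 35% when tested at 20 µM, limit read from the data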;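 note: plate controls were DMSO wells with enzyme for no effect and DMSO wells lacking enzyme for full effect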
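Assay system: in-house recombinant HK5 (HKDC1) enzyme. Input: HKDC1 at 5 µg/mL. Medium: Tris pH 8.0 buffer with MgCl2, Tween-20, BSA, BME. Dosing: single 20 µM dose. Schedule: 90 min reaction incubation at room temperature, dark. Signal: resazurin-to-resorufin fluorescence via G6PDH and diaphorase coupling, 525/613 nm. Controls: DMSO-enzyme wells negative, buffer-substituted wells positive.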
PfGluPho inh: PfG6PD (Plasmodium falciparum) enzyme inhibition; AID 504690; PfGluPho enzyme, NADPH resazurin-diaphorase fluorescence; hit rate 0.78% among 350,000; inhibition, % at 20 µM;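 active = inhibition reaching at least a set limit at 20 µM in the primary screen, cut at about 59% in these data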;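 note: 0% = DMSO wells with substrate and 100% = DMSO wells lacking glucose-6-phosphate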
SENP6 block: inhibitors of human SENP6 protease | inhibition, % at 10 µM | hit rate 1.8% among 330,000 | Q9GZR1 | Recombinant SENP6 catalytic domain, aminoluciferin luminescence;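 active = inhibition above about 50% at the single tested dose, limit read from the data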;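 note: plate controls were DMSO wells with enzyme for no effect and DMSO wells lacking enzyme for full effect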
SENP7 inh: inhibitors of human SENP7 protease. inhibition, % at 5 µM. hit rate 1.5% among 330,000. recombinant SENP7, Z-RLRGG-aminoluciferin luminescence, 40 min;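 active = inhibition above about 50% at the single test dose, limit read from the data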;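 note: plate controls were DMSO with enzyme for no effect and no enzyme buffer wells for full effect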
Target sequence (Q9BQF6 706-1050 limits assumed): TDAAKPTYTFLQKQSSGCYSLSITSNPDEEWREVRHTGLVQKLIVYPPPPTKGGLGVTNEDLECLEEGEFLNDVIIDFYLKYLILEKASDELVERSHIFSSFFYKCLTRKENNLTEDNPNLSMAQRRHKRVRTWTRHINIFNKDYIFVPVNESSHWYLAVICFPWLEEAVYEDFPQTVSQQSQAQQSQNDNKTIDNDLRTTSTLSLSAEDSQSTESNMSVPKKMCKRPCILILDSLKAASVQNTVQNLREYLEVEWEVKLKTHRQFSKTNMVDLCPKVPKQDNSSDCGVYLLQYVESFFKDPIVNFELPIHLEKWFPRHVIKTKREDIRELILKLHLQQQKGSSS
ATG4B inh: ATG4B (human) cysteine protease inhibition; Q9Y4P1; ATG4B cleavage of LC3-PLA2, NBD-HPC fluorescence, 1 h; inhibition, % at 8.33 µM; hit rate 0.51% among 340,000; in the data active = inhibition above about 40%
Target sequence (Q9Y4P1 whole entry, looked up): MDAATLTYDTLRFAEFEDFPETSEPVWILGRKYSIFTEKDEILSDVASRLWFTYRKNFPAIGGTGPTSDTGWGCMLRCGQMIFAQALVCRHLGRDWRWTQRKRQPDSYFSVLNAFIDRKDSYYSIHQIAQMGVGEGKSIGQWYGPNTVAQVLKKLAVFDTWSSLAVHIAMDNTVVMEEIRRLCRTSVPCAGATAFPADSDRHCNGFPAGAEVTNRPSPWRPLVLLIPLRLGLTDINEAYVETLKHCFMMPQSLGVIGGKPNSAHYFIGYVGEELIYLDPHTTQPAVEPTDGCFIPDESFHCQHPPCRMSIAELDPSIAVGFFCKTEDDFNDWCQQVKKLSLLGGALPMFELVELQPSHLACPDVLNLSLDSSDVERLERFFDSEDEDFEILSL
MPTP block: permeability transition pore inhibition; isolated mouse mitochondria, Ca2+ swelling absorbance, 30 min; inhibition, % at 10 µM; hit rate 1.4% among 360,000; AID 602449;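 active = inhibition of 50% or more, scaled per plate between neutral and stimulator controls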;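 note: 0% = DMSO wells given calcium and 100% = 1 mM EGTA wells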
GRIN3A LBD mod: modulates the human NR3A ligand-binding domain; NR3A LBD differential scanning fluorimetry, Tm shift; 0% = protein alone, 100% = glycine-bound protein; AID 1259313; Tm shift relative to glycine control, % at 25 µM; hit rate 2.5% among 340,000;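 active = melting temperature shift of at least 10% of the positive control shift, at one fixed dose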
Starred values were filed as active, the others as inactive; · = no result given.

canonical_smiles | PfGluPho inh | HKDC1 inh | MPTP block | GRIN3A LBD mod | ATG4B inh | SENP7 inh | SENP6 block | SENP8 block
CCC(C)NC(=O)Cn1c(COc2ccc(Cl)cc2Cl)nc2ccccc21 (stereo not drawn) | -28 | 1 | 0.0 | -3 | 39 | -1 | 2 | 14
CCOC(=O)C(NCCc1ccccc1F)(NC(=O)CC)C(F)(F)F (stereo not drawn) | 5 | -6 | -1.9 | 3 | -1 | 9 | 10 | 23
CCN(C(=O)COC(=O)c1cc(-c2cccc3ccccc23)nc2ccccc12)C1CCS(=O)(=O)C1 (stereo not drawn) | 15 | -5 | -1.0 | -2 | -13 | 10 | 22 | -376
CN(Cc1ccccc1)C(=O)c1ccc([N+](=O)[O-])o1 | 7 | 4 | 0.6 | 2 | -3 | -8 | -14 | 25
CC(=O)c1c(C)[nH]c(C(=O)OCC(=O)Nc2ccc3c(c2)OCCO3)c1C | -1 | -5 | -1.3 | 3 | -18 | -2 | -13 | 6
COc1ccc(/C=N\NC(=O)c2ccccc2F)cc1COc1ccc(F)cc1F | 9 | 1 | -0.5 | -2 | 6 | -4 | 8 | 5
COCc1ccccc1C1=CC(=O)C[C@H](c2ccc(OC)cc2)C1 | 6 | -2 | 1.1 | 0 | 5 | 7 | -4 | 14
O=C(NC1CCS(=O)(=O)C1)c1ccccc1Cl (stereo not drawn) | 0 | -1 | -0.5 | 0 | -3 | 14 | -2 | 17
COc1ccc(NC(=O)c2ccc(-c3ccc(OC)cc3)s2)cc1 | -11 | 6 | -3.8 | 22* | 3 | -6 | -20 | -120
COc1ccc(CNC(=O)OCCN2CCN(Cc3ccccc3)CCC2=O)cc1 | -5 | -3 | -0.2 | -1 | 1 | 1 | -5 | 16
Cc1nc(C)c(-c2nnc(-c3cccc(S(=O)(=O)N(C)C)c3)o2)cc1C(=O)NN | 9 | -6 | -0.2 | 5 | -6 | -6 | -18 | -6
COc1cccc(C2C=C(c3ccc(OC)cc3OC)Nc3nnnn32)c1 (stereo not drawn) | 13 | 4 | 0.6 | -1 | 6 | -7 | -22 | -340

The results go on.
canonical_smiles | PfGluPho inh | HKDC1 inh | MPTP block | GRIN3A LBD mod | ATG4B inh | SENP7 inh | SENP6 block | SENP8 block
CC(=O)[C@@]1(O)C(C)CC2C3C=C(C)C4=Cc5c(cnn5-c5ccccc5)C[C@]4(C)C3C(O)C[C@@]21C (stereo partly drawn) | 8 | -1 | -0.3 | 2 | -21 | · | · | -176
COc1ccc2c(c1OC)C(=O)OC2CC(=O)c1ccc(N(C)C)cc1 (stereo not drawn) | -19 | -6 | -0.2 | 1 | -6 | -1 | -14 | -71
C=CCn1c(O)c(C2=c3ccccc3=NC2=O)s/c1=N/c1nccs1 | 3 | 0 | 6.5 | 0 | -12 | -14 | -24 | 24
CCOc1ccc(C(=O)N2CCN(c3cccc(C)c3C)CC2)cc1 | -4 | -4 | 23 | 0 | 15 | -1 | 18 | 15
O=C(Cn1c(=O)c2c(ncn2Cc2ccccc2)n(Cc2ccccc2)c1=O)N1CCc2ccccc21 | -9 | 2 | -0.6 | 2 | 16 | 4 | 7 | -3
CC(NS(=O)(=O)c1ccc(Cl)c(Cl)c1)C(=O)Nc1cccnc1 (stereo not drawn) | 5 | -5 | 1.1 | 0 | 6 | 5 | -13 | 3
COc1ccccc1C(=O)NCCC(=O)N1CCCC(C(F)(F)F)C1 (stereo not drawn) | 9 | -5 | -0.5 | 0 | -4 | 18 | -13 | 12
OCCCNC(=S)Nc1ccc2nc(-c3ccccn3)c(-c3ccccn3)nc2c1 | 57 | 9 | 0.3 | 4 | -2 | -2 | 22 | -305
O=C1c2ccccc2C(=O)N1Cc1nc(-c2ccncc2)no1 | -2 | -9 | -1.9 | 3 | -2 | -8 | 6 | 2
Nc1nc(CCl)nc(Nc2cccc3ccccc23)n1 | 12 | 1 | 0.1 | 0 | -11 | -10 | -20 | 13
CCOc1ccc(NC(=O)CN2CCN(CC(=O)Nc3cccc(F)c3)CC2)cc1 | -10 | -1 | 0.8 | -4 | 3 | 4 | 3 | 21
CCN(CC(=O)Nc1ccc2c(c1)OCCO2)C(=O)/C=C/c1ccc(OC)cc1OC | 1 | -6 | -2.0 | 2 | 3 | -1 | -16 | -28

Other results follow.
canonical_smiles | PfGluPho inh | HKDC1 inh | MPTP block | GRIN3A LBD mod | ATG4B inh | SENP7 inh | SENP6 block | SENP8 block
Cc1ccc(S(C)(=O)=O)cc1C(=O)NC(C)C1CC2CCC1C2 (stereo not drawn) | 4 | 0 | -1.3 | -2 | -4 | 1 | 14 | 3
Cc1ccc(CNC(=O)C2CCC(=O)N(Cc3cccc(C(F)(F)F)c3)C2)o1 (stereo not drawn) | 12 | -6 | -0.6 | -5 | -4 | -2 | 6 | 0
Cc1ccc(SCc2cc(=O)[nH]c(Nc3nc(C)c4cccc(C)c4n3)n2)cc1 | 3 | -2 | -3.4 | -2 | 1 | -3 | -3 | 16
CCOC(=O)N/N=C\c1ccccc1OC/C=C/c1ccccc1 | 9 | 0 | 0.1 | 4 | -7 | 24 | 39 | 8
CC12CCC(C(=O)NCc3ccccn3)(OC1=O)C2(C)C (stereo not drawn) | -1 | -2 | 0.1 | -1 | 1 | -1 | -8 | 7
COc1ccc(C(=O)Nc2cc3c4c(c2)CC(=O)N4CCC3)c(OC)c1 | 46 | 1 | 0.4 | -1 | -4 | 0 | -4 | 10
CS(=O)(=O)c1ccc2nc(NC(=O)CS(=O)(=O)Cc3ccccc3)sc2c1 | -25 | -5 | -3.2 | 1 | -11 | -1 | -3 | -31
O=C(CS(=O)(=O)c1cccc(Cl)c1)Nc1ccccc1Cl | -2 | 0 | 2.7 | 0 | -8 | -6 | 1 | 9
Cc1ccc(SCCC(=O)N/N=C/c2ccccc2O)cc1 | 77* | -4 | 52* | -32 | -9 | -11 | -8 | -110
Cc1ccc(NC(=O)CSc2nc(=O)cc(N)n2CCc2ccccc2)cc1 | 28 | -6 | 2.1 | 0 | -26 | 0 | -8 | -13
CC(C)(C)c1ccc(S(=O)(=O)N2CCC(c3nc4ccc(Cl)cc4[nH]3)CC2)cc1 | 13 | 17 | 94* | 2 | 1 | -3 | -2 | 14
COC(=O)[C@]1(Cc2ccccc2)N[C@H](CN(C)C(=O)C2CCCCC2)[C@@H]2C(=O)N(Cc3ccccc3)C(=O)[C@@H]21 | 14 | -5 | 3.2 | -3 | 0 | -4 | 0 | -1

Further structures.
canonical_smiles | PfGluPho inh | HKDC1 inh | MPTP block | GRIN3A LBD mod | ATG4B inh | SENP7 inh | SENP6 block | SENP8 block
COc1cccc(/C=C2\SC(=S)N(CCC(=O)NNC(=O)c3ccccc3OC)C2=O)c1 | 2 | -8 | 2.3 | -3 | 0 | -3 | -15 | 21
Cc1ccc(S(=O)(=O)Nc2cc(-c3nn(C)c(=O)c4ccccc34)ccc2N2CCOCC2)cc1 | 2 | -1 | -1.0 | -2 | -2 | 0 | 4 | -93
O=C(CCS(=O)(=O)c1cccs1)Nc1ccc(C(=O)NC2CCCC2)cc1 | -10 | -6 | 0.9 | 2 | 27 | 6 | 3 | 13
CCOc1cc(/C=C2/NC(=O)NC2=O)cc(Br)c1OCc1ccc(C(=O)O)cc1 | -13 | -10 | 2.7 | 1 | -5 | 1 | -1 | -144
Cc1ccc(NC(=O)c2ccc3c(SCC(=O)O)c4c(nc3c2)CCCC4)c(Br)c1 | -35 | 1 | -1.7 | -2 | 23 | 2 | 0 | -3
Cc1ccc(C)c(N2CCN(C(=O)Cn3ncn4cccc4c3=O)CC2)c1 | -11 | -4 | 0.1 | -1 | -9 | -10 | -10 | 15
COc1ccc(-n2c(C)cc(/C=C3\C(=N)N4N=C(CC(=O)N5CCOCC5)SC4=NC3=O)c2C)c(OC)c1 | -31 | 3 | -2.2 | -2 | 15 | -14 | 5 | -157
O=C(Nc1cccnc1)c1ccc2c(c1)C(=O)N(CC1CCCO1)C2=O (stereo not drawn) | -13 | 2 | 2.0 | -4 | 6 | 1 | -1 | 6
CN(C)C(=S)SCC(=O)Nc1ccc(Cl)cc1Cl | 3 | -3 | 0.0 | 4 | -4 | -4 | -7 | -16
O=C(NC(=S)NNC(=O)c1ccccc1O)c1ccc([N+](=O)[O-])cc1 | -27 | -37 | 2.2 | -7 | -11 | 28 | 77* | 36
Cc1ccc(NS(=O)(=O)c2ccc(C(=O)NCCCN3CCCC3=O)cc2)cc1C | -8 | -3 | -1.0 | 0 | -11 | -2 | -5 | 15
CCOC(=O)N1CCN(S(=O)(=O)c2cc(C)c(C)cc2C)CC1 | 1 | -5 | 0.2 | 0 | -6 | -4 | -8 | 19

Continuation.
canonical_smiles | PfGluPho inh | HKDC1 inh | MPTP block | GRIN3A LBD mod | ATG4B inh | SENP7 inh | SENP6 block | SENP8 block
COc1ccccc1NC(=O)c1c(C)cc(=O)oc1C | -15 | 8 | -0.6 | -3 | -8 | 2 | -1 | 11
CCN(c1ccccc1)c1cc(C)nc2nc(C)nn12 | 9 | -4 | -0.9 | 2 | -4 | 4 | -1 | 0
O=C(CSc1ccc2c(c1)OCCO2)Nc1cccc(S(=O)(=O)N2CCCCC2)c1 | 8 | -11 | 0.0 | 3 | -7 | 2 | 1 | 15
O=C(CN(c1ccccc1)S(=O)(=O)c1ccccc1)N1CCOCC1 | 13 | -8 | 0.1 | 0 | -3 | 0 | 1 | -3
COc1cc(CC(=O)Nc2ccc(S(=O)(=O)N(C)C)cc2)cc(OC)c1OC | -6 | 14 | 1.8 | -1 | 7 | 6 | -11 | 5
O=C(Nc1cccc(Cl)c1)C1C2CCC3C(CCC21)C3(Cl)Cl (stereo not drawn) | 21 | -4 | 99* | 14* | -2 | -5 | -1 | 10
O=C(Cn1cc(/C=N/NC(=O)c2ccccc2Br)c2ccccc21)Nc1ccc(F)cc1 | 8 | 1 | 8.2 | 10* | -8 | 1 | 3 | 6
COc1ccc(Nc2nc(C)c(-c3ccccc3)s2)cc1 | 76* | 9 | 3.6 | 8 | -7 | · | · | -137
CN(C)c1ccc(C2/C(=C(/O)c3ccc(Br)cc3)C(=O)C(=O)N2C)cc1 (stereo not drawn) | -9 | -5 | -0.9 | -1 | 0 | 5 | -2 | 37
Cc1ccc(-n2c(C)cc(C(=O)NS(=O)(=O)c3ccc(C)cc3)c2C)cc1 | -30 | 0 | 1.7 | -13 | 5 | 0 | 16 | 7
CNc1nc(Sc2ccccc2)cc(C(F)(F)F)n1 | -4 | 1 | 1.3 | 0 | -2 | -4 | -8 | -36
Cc1ccc(-c2ccc3nnc(SCC(N)=O)n3n2)cc1 | 1 | -3 | 2.0 | 0 | 6 | -3 | -4 | -361

Next section, starting with the last 2 of the part before.
canonical_smiles | PfGluPho inh | HKDC1 inh | MPTP block | GRIN3A LBD mod | ATG4B inh | SENP7 inh | SENP6 block | SENP8 block
CNc1nc(Sc2ccccc2)cc(C(F)(F)F)n1 | -4 | 1 | 1.3 | 0 | -2 | -4 | -8 | -36
Cc1ccc(-c2ccc3nnc(SCC(N)=O)n3n2)cc1 | 1 | -3 | 2.0 | 0 | 6 | -3 | -4 | -361
CCOC(=O)c1ccc(N2CCOCC2)c(NC(=O)COCC(=O)O)c1 | -3 | -5 | 0.2 | -1 | 2 | -2 | -4 | 21
CN(CC(=O)NCC1CCCCC1)CC(=O)Nc1ccc(F)cc1 | -7 | -4 | 0.2 | -1 | -2 | -8 | -21 | 9
CC(=O)c1cccc(NC(=O)N2CCC(c3ccc(C)cc3)C2)c1 (stereo not drawn) | 38 | 18 | 3.1 | 2 | 2 | 0 | -2 | 6
CC(=O)NCC(=O)OCC(=O)Nc1ccc(C(C)=O)cc1 | -10 | -1 | 1.2 | 13* | 2 | -4 | 0 | 23
CCN(Cc1nc2cc(Cl)ccc2c(=O)[nH]1)C(=O)COc1ccccc1Cc1ccccc1 | 11 | 1 | -2.0 | 2 | -5 | 0 | -5 | -1
CN(C)S(=O)(=O)c1cccc(NC(=S)N(CCC#N)Cc2cccnc2)c1 | 8 | -5 | 0.2 | 0 | 1 | -5 | 14 | 6
O=C(Nc1cccc(C(=O)Nc2cccc(C(F)(F)F)c2)c1)c1ccc(=O)[nH]c1 | 19 | 2 | -2.4 | 0 | -20 | -7 | -23 | -2
